Compound activity (PubChem BioAssay)
HepG2 tox – kills HepG2 cells in TGF-b inhibitor counter-screen. hit rate 0.76% among 410,000. HepG2 CAGA-GFP viability, ATP luminescence, 18 h. Potency, µM (top dose mostly 46.1 µM), for inactives: top-dose activity change, negative = cytotoxicity, hits mostly cytotoxic. AID 588856; further: potency means the concentration at half of the fitted maximal effect; some results filed as inactive show a strong effect at the top dose
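HepG2 CAGA-GFP cells (1000/well, DMEM with 1% FBS) received compound, then TGF-beta at 500 pg/mL final, and were incubated 18 hours at 37 degrees C. Viability was read by CellTiter-Glo luminescence. Media-only wells were set as complete cell-killing and DMSO as no toxicity.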
IL-1B inflam inh – blocks inflammasome-driven IL-1 beta release. THP-1 LPS/ATP IL-1B secretion, AlphaLISA, 16 h; active compounds read low. activity change, % at 57.5 µM. hit rate 4.7% among 360,000; in the data active means activity change below about -50%; inconclusive means mostly about -30% to -49%; further: on the % scale 0 is the no-effect control and ±100 the full control effect
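Secreted IL-1B measured by AlphaLISA bead assay after 16 h compound exposure of THP-1 cells; compounds (final up to 57.5 uM) added 1 h before LPS (250 ng/mL) and ATP (1.25 mM) stimulation; lower signal means less secretion.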
Nrf2 inh – inhibitors of Nrf2 signaling | A549 ARE-Fluc reporter, luciferase luminescence, 18-24 h | Potency, µM (top dose mostly 46 µM), for the others: at the top dose activity change, negative = inhibition, hits mostly inhibitors | hit rate 2.1% among 360,000 | AID 504444; further: potency means the concentration at half of the fitted maximal effect; on the % scale 0 is the no-effect control and ±100 the full control effect; nearly all actives have a fitted effect of over 60% in size
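Nrf2 activity is the BugLite luminescence, read 15 min after reagent at room temperature, following CellTiter-Fluor cytotoxicity readout (30 min, 37C). Compound titrations were applied for 18-24 h to 5000 A549 ARE_Fluc cells/well in 5% FBS OPTI-MEM.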
Nrf2 activator – Nrf2 pathway activation. AID 624171. hit rate 0.31% among 410,000. AREc32 ARE-luciferase reporter (MCF7-derived line), luminescence, 24 h. Potency, µM (highest dose often 46.1 µM), for inactives: at the highest dose activation, actives largely listed as activators; further: potency means the concentration at half of the fitted maximal effect; % of control where 0% means no effect; nearly all actives have a fitted effect of over 65% in size
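ARE-driven firefly luciferase activity in AREc32 cells measured after a 24 hr compound exposure at 37 deg C, using Steady-Glo reagent and a 30 min room-temperature hold.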
MCF10A rereplic – DNA re-replication induction in MCF 10a cells. MCF 10A DNA re-replication, Hoechst nuclear intensity, 48 h. Potency, µM (highest dose often 46.1 µM), inactives show at the highest dose activity, positive = re-replication, usual class: activators. hit rate 2.9% among 350,000; further: potency means the concentration at half of the fitted maximal effect; % of control where 0% means no effect; nearly all actives have a fitted effect of over 50% in size
ATXN viability – cell viability loss in ATXN counter-screen | S2 cells (HEK-293 line with an ATXN2-luciferase reporter) viability, CellTiter-Fluor protease fluorescence, 24 h | Potency, µM (series often up to 56.7 µM), actives largely listed as cytotoxic | hit rate 0.49% among 400,000 | AID 651635; further: potency means the concentration at half of the fitted maximal effect; nearly all actives have a fitted effect of over 40% in size
TGFb inhibitor – TGF-b pathway inhibition; Potency, µM (highest dose often 46.1 µM), without a hit: top-dose activity, negative = inhibition, hits mostly inhibitors; hit rate 1.2% among 410,000; HepG2 CAGA-GFP TGF-b/SMAD3 reporter, GFP fluorescence, 18 h; TGF-beta stimulated, 500 pg/mL final; further: potency means the concentration at half of the fitted maximal effect; on the % scale 0 is the no-effect control and ±100 the full control effect; nearly all actives have a fitted effect of over 65% in size
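Per well, imaged GFP fluorescence of HEPG2 CAGA-GFP cells gives the signal; cells get compound, then TGF-beta (500 pg/mL final), 18 h at 37 degrees C; %Activity versus -TGF-beta and +DMSO controls.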
A549 viability – counter-screen for Nrf2 inhibitors: cytotoxicity in A549 cells; A549 ARE-Fluc cells, CellTiter-Fluor viability, 18-24 h; hit rate 0.16% among 390,000; Potency, µM (top dose mostly 46 µM), for inactives: top-dose activity change, negative = cytotoxicity, actives largely listed as inhibitors; AID 504648; further: potency means the concentration at half of the fitted maximal effect; on the % scale 0 is the no-effect control and ±100 the full control effect
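A549 ARE_Fluc cells in 5% FBS OPTI-MEM were exposed to compounds in concentration-response for 18-24 h at 37 deg C. Viability was read by CellTiter-Fluor fluorescence (Ex 405/Em 525) after 30 min, before the luciferase read.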
ATXN2 expr inh – reduces ATXN2 reporter expression in HEK-293 cells; HEK-293 ATXN2-luciferase reporter, luminescence, 24 h; Potency, µM (series often up to 57 µM), without a hit: top-dose activity change, negative = inhibition, most hits filed as inhibitors; hit rate 0.72% among 360,000; AID 1745845; further: potency means the concentration at half of the fitted maximal effect; on the % scale 0 is the no-effect control and ±100 the full control effect; nearly all actives have a fitted effect of over 55% in size
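qHTS (up to 57 uM final) was run with 24 h compound exposure of reporter cells at 37 °C. Each well was multiplexed: SteadyGlo luminescence measured ATXN2-luciferase expression after a fluorogenic Gly-Phe-AFC viability readout (25 uM final).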
The depositor's hits bear a star; i = inactive; ? = inconclusive; . = not tested or not shown; [ ] = dose if it differs, or a comment. Unless noted, the call rests on the fitted dose curve; in most records, active means well fitted curve in the direction sought with a large enough effect; inconclusive means small, poorly fitted or top-dose-only effect, or another doubt; inactive means no such curve, though single readings can be large; an effect the other way counts as inactive or inconclusive.

Every second line gives: HepG2 tox	IL-1B inflam inh	Nrf2 inh	Nrf2 activator	MCF10A rereplic	ATXN viability	TGFb inhibitor	A549 viability	ATXN2 expr inh
COc1ccc(CC(=O)N2CC3(C)CC2CC(C)(C)C3)cc1OC (stereo not given)
    -13%	16	-11%	-0.3%	8%	i	-5%	-11%	3%
O=C(NC1CCCCC1)C(c1ccncc1)N(Cc1ccc(F)cc1)C(=O)c1ccccn1 (stereo not given)
    5%	-3	-17%	-0.9%	14%	i	12%	-16%	.
O=C(O)CCN1C(=O)c2ccc(Oc3ccc4c(c3)C(=O)N(CCC(=O)O)C4=O)cc2C1=O
    1%	-9	19%	-0.2%	-1%	i	-22%	-10%	-2%
CCN1C(=O)/C(=C\c2ccc(F)cc2)N=C1SCC(=O)NCc1ccco1
    1%	0	-5%	8.7%	5%	i	19%	-2%	-6%
CCCn1c(=O)c(C(=O)Nc2ccccc2C(=O)OC)c(O)c2ccccc21
    -19%	29	3%	11%	25%	i	-6%	-7%	0%
Cc1cccc(NC(=O)COc2ccccc2C)n1
    -17%	3	.	3.0%	5%	i	9%	0%	61%[activator]
CCOc1ccc(N2C(=O)CC(Sc3ccccc3C(=O)O)C2=O)c([N+](=O)[O-])c1 (stereo not given)
    2%	31	14%	4.1%	-1%	i	-5%	-1%	-11%
CN(C)S(=O)(=O)n1cc(/C=C(\NC(=O)c2ccccc2)C(=O)N2CCOCC2)c2ccccc21
    -1%	0	12%	0.1%	6%	i	4%	-1%	2%
COc1ccc(C(=O)/C=C(\N)C(F)(F)F)c(O)c1
    7%	0	19%	-0.4%	-3%	i	7%	17%	3%
Nc1ccn(C2OC(COC(=O)C34CC5CC(CC(C5)C3)C4)C(O)C2O)c(=O)n1 (stereo not given)
    5%	11	?	-0.6%	-2%	i	12%	-5%	-9%
O=C(O)CCCNC(=O)/C(=C\c1ccc(Cl)cc1)NC(=O)c1ccc(Br)cc1
    3%	16	-8%	-1.0%[9.22 µM]	-15%	i	3%	-1%	2%
CCNC(=O)c1c(C)oc2ncn(C)c(=O)c12
    -9%	.	?	-0.2%	.	i	-3%	9%	3%
COc1ccc(CN2C(=O)CCCC2(C)c2nc3ccccc3[nH]2)cc1 (stereo not given)
    .	0	.	0.2%	.	i	.	.	5%
Cc1ccc(C(=O)CCC(=O)OCC(=O)N(CC(C)C)c2c(N)n(Cc3ccccc3)c(=O)[nH]c2=O)cc1
    -30%	-11	0%	-0.1%	5%	i	8%	19%	0%
C#CCOCCOCCOCCNc1nc(N2CCN(C(=O)CCCCCCCCCCNC(=O)[C@@H](CCC(=O)O)n3cc(CCCCCN)nn3)CC2)nc(N2CCN(C(=O)CCCCCCCCCCNC(=O)[C@H](CO)n3cc(CCCSC)nn3)CC2)n1
    18%	-56*	0%	1.6%	-12%	i	2%	6%	-4%
CCC(=O)n1nc(-c2ccccc2)nc1N
    5%	19	1%	0.0%	-2%	i	18%	-3%	1%
c1ccc(Nc2nc(N3CCCC3)nc(N3CCCC3)n2)cc1
    -32%	-5	-9%	0.3%	3%	i	-10%	?	-19%
CC1CCN(C(=O)COC(=O)COc2ccccc2C#N)CC1
    -6%	14	13%	-0.4%	-6%	i	-6%	2%	1%
CCCCC/C(=N\NC(=O)CCC(=O)NCc1ccccc1)c1ccccc1
    9%	-1	9%	-0.4%	?	i	0%	-2%	-5%
Cc1ccc(C)c(NS(=O)(=O)c2cc(C(=O)Nc3cccc(N(C)S(C)(=O)=O)c3)ccc2C)c1
    -37%	0	?	2.3%	?	i	-26%	-17%	-15%
CC(C)COC(=O)N1C[C@H](O)C[C@H]1C(=O)Nc1ccc(Cl)cc1
    12%	12	?	-0.3%	-10%	i	4%	-5%	8%
O=C(C1=C(O)/C(=C/c2ccc(O)cc2)CCC1)C(F)(F)F
    -33%	-6	8%	?	?	i	-11%	-3%	8%
CCOC(=O)c1c(NC(=O)COC(=O)CCCOc2ccc(OC)cc2)sc(C(=O)N(C)C)c1C
    -5%	-2	20%	0.5%	2%	i	12%	9%	1%
COc1cc2c(cc1NC(=S)NC(=O)c1c(OC)cccc1OC)oc1ccccc12
    0%	15	10%	-0.7%	9%	i	?	-6%	.
C[n+]1ccccc1N1CCN(c2ccccc2Cl)CC1
    -30%	-3	3.3µM*	-1.1%	4%	i	-12%	-3%	-7%
O=C(NNC(=O)c1sccc1-n1cccc1)c1ccc(F)cc1
    4%	10	11%	0.4%	-4%	i	4%	-1%	.
C[N+](C)(C)CCN(Cc1ccc(Cl)cc1)c1ccccn1
    -1%	-28	-14%	-0.4%	6%	i	3%	2%	-3%
C/C(=N\Nc1ccc(Cl)c(C(=O)O)c1)c1cccc2ccccc12
    -22%	-15	29%	0.9%	5%	i	13%	2%	4%
CS(=O)(=O)N1N=C(c2ccco2)CC1c1ccc(Cl)cc1Cl (stereo not given)
    5%	-12	-1%	-0.5%	5%	i	-3%	0%	-2%
Cc1ccc(CNC(=O)C(=O)NCC(c2ccco2)N2CCOCC2)cc1 (stereo not given)
    -26%	4	-3%	0.0%	0%	i	0%	4%	0%
CC(=O)c1ccc(NC(=O)CNCc2cccs2)cc1
    -1%	-2	18%	6.5%	8%	i	-4%	1%	.
Clc1cc2cccnc2c2ncccc12
    -41%	230	-5%	3.7%	-11%	?	?	-6%	-32%
COc1cc2nc(C3CCC3)n(NC(=O)C3CCCC(OC)C3)c(=O)c2cc1OC (stereo not given)
    -1%	-14	.	-0.6%	-17%	i	19%	-19%	10%
Cc1cccc(C(=O)O/N=C2\CCCc3ccccc32)c1
    7%	12	2%	18%	0%	i	?	-2%	13%
Cc1cc(C)cc(Nc2nnc(-n3nc(C)cc3C)c3ccccc23)c1
    -19%	.	8%	0.1%	.	i	1%	?	3%
O=C(NCc1ccco1)/C(=C\c1cccs1)NC(=O)c1ccsc1
    -1%	-15	12%	-0.1%	1%	i	-2%	14%	4%
COC(=O)c1ccc2nc(-c3cccc(Cl)c3)c(CC3CCCCC3)n2c1
    .	70	.	20%	.	i	.	.	33%
O=C(NCC1CCCO1)c1cn(Cc2ccccc2)nc1-c1ccccc1 (stereo not given)
    19%	4	-4%	-0.5%	4%	i	5%	-6%	-9%
N#Cc1c(-c2ccccc2)cc(-c2ccccc2)[nH]c1=O
    -10%	7	1%	?	-3%	i	1%	-2%	.
COCCn1c(C)cc(C(=O)CSc2nc(C)nc3sc4c(c23)CCC4)c1C
    -11%	22	?	0.0%	?	i	-13%	1%	-17%

At a glance, 2 of the compounds above:
Every second line gives: HepG2 tox	IL-1B inflam inh	Nrf2 inh	Nrf2 activator	MCF10A rereplic	ATXN viability	TGFb inhibitor	A549 viability	ATXN2 expr inh
N#Cc1c(-c2ccccc2)cc(-c2ccccc2)[nH]c1=O
    -10%	7	1%	?	-3%	i	1%	-2%	.
COCCn1c(C)cc(C(=O)CSc2nc(C)nc3sc4c(c23)CCC4)c1C
    -11%	22	?	0.0%	?	i	-13%	1%	-17%

Continuation:
Every second line gives: HepG2 tox	IL-1B inflam inh	Nrf2 inh	Nrf2 activator	MCF10A rereplic	ATXN viability	TGFb inhibitor	A549 viability	ATXN2 expr inh
O=C(NCCCN1CCOCC1)C(=O)NCC1OCCN1S(=O)(=O)c1ccc(F)cc1 (stereo not given)
    -1%	0	4%	-0.4%	7%	i	3%	-3%	-4%
CC(C)N1CCN(c2ccncc2S(=O)(=O)N2CCOCC2)CC1
    10%	3	17%	0.3%	-11%	i	-7%	-1%	2%
Cc1c(C(=O)N2CCN(c3ncccn3)CC2)sc2nc3n(c(=O)c12)CCCC3
    1%	-14	3%	0.2%	-8%	i	3%	-2%	3%
Cc1c(C)n(C)c2ccc(C(=O)NCCCN3CCN(c4ccccc4F)CC3)cc12
    -21%	-1	?	4.6%	4%	i	?	6%	-13%
COc1ccc(NC(=O)CCSc2cc(C)c3ccccc3n2)cc1
    -7%	12	?	-0.4%	-4%	i	-21%	-13%	5%
Cc1ccc(NC(=O)CSc2n[nH]c(-c3ccc(F)cc3)n2)cc1F
    -42%	.	.	3.7%	.	.	11µM*	-8%	.
COc1ccc(C)cc1S(=O)(=O)N1CCCC(C(=O)NCC2CCCO2)C1 (stereo not given)
    -10%	11	9%	-0.3%	-7%	i	-26%	0%	7%
CC(C)OC(=O)C1CC(C)(O)C(=O)C(C(=O)OC(C)C)C1c1ccc([N+](=O)[O-])cc1 (stereo not given)
    -4%	-14	-6%	-0.2%	1%	i	-3%	2%	4%[11.3 µM]
Cc1nc(S/C(=C/c2ccc(-c3ccc(C(=O)O)cc3)o2)C(=O)O)n[nH]1
    -13%	10	4%	0.0%	-6%	?	-19%	-25%	.
Cc1cc(Cl)ccc1OCCCC(=O)N1CCN(C)CC1
    -30%	-30	-15%	2.2%	?	i	12%	?	4%
CCCCN1C(=O)C(CC(=O)NCCc2ccccn2)CC(C(=O)N2CCOCC2)=C1C (stereo not given)
    4%	24	.	-0.2%	.	i	-4%	.	0%
COC(=O)CCSCC(=O)Nc1ccc(S(=O)(=O)N2CCOCC2)cc1OC
    -2%	36	2%	-0.7%	0%	i	0%	-1%	-6%
COc1cc(C2NC(=S)NC(c3ccccc3)=C2C(C)=O)cc(Br)c1OCC(N)=O (stereo not given)
    -8%	-16	-11%	2.5%	?	i	10%	2%	.
Cc1ccc(S(=O)(=O)N2C[C@H]3[C@H]4C(=O)N(Cc5ccccc5)C(=O)[C@H]4CC(=O)[C@H]3[C@@H]2c2ccccc2Cl)cc1
    -22%	-6	.	-0.3%	.	?	-23%	.	-5%
COc1ccc(/C=C/C(=O)N2CCC(c3ccccc3)C2)cc1 (stereo not given)
    -28%	?	?	0.4%	3%	i	-31%	-10%	11%
